ADAM17 inh: ADAM17 inhibition, QFRET primary screen; inhibition, % at 6.95 µM; 370,000 compounds, 0.83% hits; recombinant ADAM17, EDANS/DABCYL FRET peptide cleavage;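 active = inhibition above the mean of compounds lying between control limits plus 3 SD, set per campaign, cut at about 8.5% in these data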;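 also: 0% = DMSO-only wells as the low control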
Target sequence (P78536 215-824 limits assumed): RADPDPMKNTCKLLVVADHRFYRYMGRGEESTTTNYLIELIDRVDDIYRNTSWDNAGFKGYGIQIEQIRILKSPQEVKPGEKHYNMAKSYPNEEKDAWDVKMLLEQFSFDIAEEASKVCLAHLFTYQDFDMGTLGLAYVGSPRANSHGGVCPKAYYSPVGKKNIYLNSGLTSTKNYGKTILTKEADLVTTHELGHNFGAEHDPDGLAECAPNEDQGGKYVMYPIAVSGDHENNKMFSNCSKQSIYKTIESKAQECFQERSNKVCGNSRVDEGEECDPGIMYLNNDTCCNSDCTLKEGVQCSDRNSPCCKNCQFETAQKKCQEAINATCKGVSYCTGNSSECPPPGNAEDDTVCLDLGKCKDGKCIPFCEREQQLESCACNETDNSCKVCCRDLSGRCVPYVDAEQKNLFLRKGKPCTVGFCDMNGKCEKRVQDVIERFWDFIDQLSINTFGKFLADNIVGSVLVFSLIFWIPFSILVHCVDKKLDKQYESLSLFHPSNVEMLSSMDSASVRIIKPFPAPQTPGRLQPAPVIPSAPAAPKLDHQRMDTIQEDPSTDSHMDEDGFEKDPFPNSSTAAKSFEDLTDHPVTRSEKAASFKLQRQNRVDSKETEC
DAX1 inh-1: NR0B1 (DAX1) inhibition; AID 504766; inhibition, % at 6.75 µM; HEK293 Gal4-DAX1 luciferase reporter, luminescence; P51843; 340,000 compounds, 0.99% hits;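 active = inhibition above the mean over all tested compounds plus 3 SD, cut at about 4.2% in these data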;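 also: 0% = DAX1-transfected cells with DMSO and 100% = empty-vector control cells with DMSO; inhibition shows as a rise in luminescence from relieved DAX1 repression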
Target sequence (P51843 207-470 limits assumed): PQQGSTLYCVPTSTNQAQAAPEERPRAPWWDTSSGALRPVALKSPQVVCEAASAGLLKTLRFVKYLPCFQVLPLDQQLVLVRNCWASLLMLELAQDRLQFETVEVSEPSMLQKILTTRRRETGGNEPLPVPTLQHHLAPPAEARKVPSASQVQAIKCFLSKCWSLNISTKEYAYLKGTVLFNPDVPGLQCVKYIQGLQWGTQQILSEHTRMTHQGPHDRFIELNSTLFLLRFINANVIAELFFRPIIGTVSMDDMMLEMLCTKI
ssDAF12 agonist: activates DAF-12 receptor from parasite S. stercoralis; HEK293 ssDAF-12/GRIP1 lit1-tk-luc reporter, luminescence; % of 3 µM dafachronic acid response; activation, % at 6.8 µM; 370,000 compounds, 1% hits; AID 652126;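 active = activation above the mean over all tested compounds plus 3 SD, cut at about 0.9% in these data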;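 also: 0% = DMSO-only wells and 100% = 3 µM delta7-dafachronic acid wells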
DAX1 inh-2: blocks DAX1 repression of SF-1 activated StAR promoter. inhibition, % at 6.8 µM. AID 652010. 370,000 compounds, 1.1% hits. HEK293T StAR-luciferase reporter, SF-1/DAX-1 repression relief;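 active = inhibition above the mean over all tested compounds plus 3 SD, cut at about 3.6% in these data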;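 also: 0% = DAX-1 cells with DMSO and 100% = cells lacking DAX-1 with DMSO; higher inhibition means more luminescence from relief of DAX-1 repression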
SMARCA2 act: activators of SMARCA2 function. MG213 cells, MMTV-luciferase reporter, dexamethasone, overnight. activation, % at 9.1 µM. 370,000 compounds, 1% hits. AID 652017; in the data active = activation above about 7.8%;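 also: 0% = vehicle wells and 100% = reference activator wells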
GAA850 FXN act: increases GAA850 frataxin promoter reporter activity. AID 540364. HEK293 lucGAA850 FXN promoter luciferase reporter, 24 h; percent of 10 µM SAHA response. 360,000 compounds, 0.56% hits. activation, % at 6 µM;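 active = activation above the average of all compounds screened plus 3 SD, cutoff fixed separately per campaign, cut at about 7.5% in these data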;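 also: 0% = DMSO wells and 100% = 10 µM SAHA wells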
hgDAF12 agonist: hgDAF-12 agonism, primary luciferase screen; HEK293 GAL4-hgDAF12 UAS-luciferase reporter, agonist luminescence; normalized to butyrate control; activation, % at 6.8 µM; 370,000 compounds, 1.8% hits;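 active = activation above a cutoff set at the mean of all screened compounds plus 3 SD, cut at about 10% in these data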;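 also: 0% = DMSO wells and 100% = sodium butyrate wells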
hcDAF-12 act: H. contortus DAF-12 activation, primary screen; HEK293 hcDAF-12 lit1-tk-luc reporter, luminescence; 0% DMSO, 100% Δ7-dafachronic acid; activation, % at 6.8 µM; 370,000 compounds, 1.4% hits;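 active = activation above the mean of all tested compounds plus 3 SD, cut at about 5.5% in these data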;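 also: 100% = response to 3 µM Δ7-dafachronic acid high control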
PG9 binder: binds the HIV-1 gp120 antibody PG9. 360,000 compounds, 0.43% hits. inhibition, % at 6.7 µM. AID 624416. TR-FRET gp120-PG9 antibody binding; in the data active = inhibition above about 8.5%
ADAM10 inh: inhibits human ADAM10; recombinant ADAM10, EDANS/DABCYL FRET peptide cleavage, 3 h; inhibition, % at 7 µM; 370,000 compounds, 0.62% hits; AID 720582;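 active = inhibition above a per-campaign cutoff equal to the mean of compounds falling between control-based bounds plus 3 SD, cut at about 20% in these data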;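 also: 0% = DMSO wells while the 100% control is not disclosed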
GC-A act: GC-A (human) enzyme activation | HEK293 GC-A cells, cGMP TR-FRET, EC30 ANP; 0% at EC30 ANP, 100% saturating ANP | activation, % at 10 µM | 370,000 compounds, 0.14% hits; in the data active = activation above about 40%
An asterisk follows results filed as active; nt = not tested or not shown.

SMILES	ADAM17 inh	DAX1 inh-1	ssDAF12 agonist	DAX1 inh-2	SMARCA2 act	GAA850 FXN act	hgDAF12 agonist	hcDAF-12 act	PG9 binder	ADAM10 inh	GC-A act
Cc1nnc(SCC(=O)NC2CCCCC2)[nH]c1=O	0	-0.3	-0.8	-0.3	-3	3.5	2.1	-0.9	-1.8	-1	3
O=C(COc1ccc(Br)cc1CNC1CCCCC1)NCCc1ccccc1	-5	1.0	-1.1	0.2	1	-7.3	1.1	-0.3	-1.8	0	-29
Cc1ccc(OCC(=O)N2CCN(C(=O)c3ccc([N+](=O)[O-])cc3)CC2)cc1	1	0.4	-1.5	-0.7	0	-1.1	1.5	-0.6	-2.0	4	-3
Cc1ccc(-c2cnc3c(c2)C(=O)N([C@H](C)CO)C[C@H](C)[C@@H](CN(C)Cc2ccccc2F)O3)cc1	1	0.7	-0.9	-0.3	-4	-2.3	3.3	-0.6	0.0	-4	0
O=C(CN(CC1CCCO1)C(=O)CCC(=O)Nc1nccs1)NCc1ccc2c(c1)OCO2 (configuration not stated)	0	1.1	-1.4	-0.5	1	1.3	-0.2	0.3	-1.6	6	1
COc1cc(N)c(Cl)cc1C(=O)OCC(=O)c1ccc2c(c1)NC(=O)CO2	-1	-0.8	-0.9	0.0	0	0.5	-1.3	-1.8	0.0	-6	3
CC(C)c1ccc(NC2CCCN(C(=O)CCN3Cc4ccccc4C3=O)C2)cc1 (configuration not stated)	1	0.0	-1.7	-0.4	0	1.0	0.6	-1.0	0.0	-7	1
C=CCc1ccccc1Oc1cc(OC)nc(N)n1	-1	-1.1	-0.8	-1.4	0	2.1	0.4	-1.6	0.8	7	-9
Cc1ccc2nc3sc(C(=O)N4CCN(C)CC4)cc3cc2c1	-20	nt	-1.7	nt	nt	nt	2.0	-0.5	nt	-58	4
Cc1ccc(Nc2c(-c3ccccc3O)nc3ncccn23)cc1	2	1.5	-0.5	-0.2	-4	0.4	-0.1	-0.4	-3.9	13	54*
COc1ccc(/C=N/N2C(=N)SCC2=O)cc1	-8	-0.4	-0.6	1.2	0	4.8	0.1	0.3	-1.1	-3	4
Cn1ccnc1C(=O)c1cc(SCC(=O)NCc2ccccc2)nc2ccccc12	-3	-0.3	-1.7	0.4	-2	0.8	0.1	-3.3	-2.3	-8	-1
Cc1ccccc1OCCn1c(=O)oc2ccccc21	-6	0.7	-1.4	-0.1	-1	-0.9	1.9	0.1	0.6	-7	0
O=c1nc2c(-c3cccc(Br)c3)n[nH]n2c2ccccc12	1	2.3	0.1	0.0	-1	1.6	3.5	4.5	-1.7	-1	2
CCC(=O)Nc1ccc(S(=O)(=O)Nc2c(C)nc3nc[nH]n3c2=O)cc1	2	0.5	-1.4	0.2	4	0.6	1.4	1.4	0.1	-13	7
CCc1ccc(-n2nc3cc(C)c(N)cc3n2)cc1	-47	4.1	4.1*	3.2	11*	3.9	14*	16*	3.4	-86	14
COc1ccc(Cl)cc1NC(=O)CN(C)C(=O)c1ccc(COc2ccccc2)cc1	6	-1.1	-1.3	-2.6	-2	2.9	2.5	-2.0	-1.0	15	-1
O=C(NCCc1nnc2ccc(NCc3ccccc3Cl)nn12)c1ccccc1	-7	4.2	-1.4	0.4	1	1.4	2.1	-0.9	0.2	-11	-3
O=C(O)CSCC(=O)NCc1ccc(Cl)cc1Cl	1	1.3	0.1	0.2	-1	0.7	1.3	2.6	-1.6	2	1
Cc1ccnc(SCC(=O)c2cccc([N+](=O)[O-])c2)n1	2	-0.1	-1.2	0.1	1	1.6	-1.6	-1.4	-2.5	8	2
COC(=O)c1cn(NC(=O)Cn2nc([N+](=O)[O-])c(Cl)c2C)c(=O)c2ccccc12	-2	1.1	-1.5	1.2	1	-0.5	0.7	0.9	-0.9	2	2
C=CCN1C(=O)C(Cc2ccc(F)cc2)S/C1=N/N=C/c1cccs1 (configuration not stated)	-1	-0.2	-0.9	-0.1	2	1.8	0.3	-1.6	-0.8	2	3
COc1ccc2cc(C(=O)N3CCN(c4cccc(C)c4C)CC3)[nH]c2c1	-12	-0.2	0.6	0.6	-3	3.4	0.6	4.3	3.9	-29	1
COc1ccnc(Oc2ccccc2)c1C(=O)N/C=N/OCc1ccccc1F	0	-0.5	-0.8	-2.0	-4	-0.4	0.9	0.2	-0.3	-8	-1
CCNC(=O)OCCC12CC3CC(CC(C3)C1)C2	1	0.8	-1.6	-0.2	-1	1.9	2.4	-1.3	-1.7	9	2
CN(Cc1ccccc1)Cc1nc2c(c(=O)n(C)c(=O)n2C)n1CCCc1ccccc1	-4	-2.0	-1.6	-1.4	-3	0.5	-1.4	-1.5	0.3	-8	-3
Cn1c(SCc2nc3ccccc3[nH]2)nnc1-c1ccccn1	-7	0.9	-0.7	0.0	0	0.7	0.6	-0.8	1.2	-15	-4
CC(O)CSc1nc2c(c(=O)[nH]c(=O)n2C)n1Cc1ccccc1 (configuration not stated)	0	-3.4	-1.2	0.0	1	1.8	-2.6	-1.4	-0.9	5	7
CCOc1ccccc1NC(=O)c1ccc(S(=O)(=O)N(C)c2ccccc2)cc1	1	-0.5	-1.7	-2.2	0	-1.7	-1.2	-0.6	0.3	-6	-2
CCCCN1C(=O)/C(=c2\sc3nc(=O)c(-c4ccccc4)nn3c2=O)c2ccccc21	-5	-0.1	-1.4	0.5	2	1.3	2.3	-1.5	-2.2	-6	14
O=C1C2(c3ccccc3)CN(CCCO)CC1(c1ccccc1)CN(CCCO)C2	-4	1.3	-1.8	-0.5	-2	1.2	1.5	0.3	1.4	-5	-1
CCN(CC)C(=O)CSc1nc2cc(OC)c(OC)cc2c(=O)n1Cc1ccc(Cl)cc1	-5	1.1	-1.5	0.0	0	0.4	-3.7	-1.8	0.9	-5	14
COc1ccc(-c2c(S(=O)(=O)c3ccccc3)cnn2-c2ccccc2)cc1	3	-0.1	-1.5	-0.8	0	-0.7	-1.3	-1.1	-0.9	10	-26
CCN(CCn1cccn1)C(=O)c1cc(COc2ccc(F)c(F)c2)on1	-1	0.9	-1.1	-0.1	3	3.7	2.9	0.6	-2.2	-6	0
CCN(CC(=O)NCc1cccs1)S(=O)(=O)c1cccc(C(C)=O)c1	0	-0.1	-1.0	-0.1	1	-0.9	-1.2	-1.0	-0.2	7	-4
Cc1ccccc1C(=O)Nc1ccnn1C1CCN(C(=O)C2CCOC2)CC1 (configuration not stated)	0	-0.2	-1.2	0.0	0	-1.3	-0.7	-2.0	-3.1	-11	3
Cc1ccc(NC(=O)c2ccc(CS(=O)(=O)Cc3ccccc3C)o2)c(C)c1	-1	nt	-2.0	-1.2	-3	nt	-6.2	-2.7	nt	-11	-1
Cc1ccc(SCC2CNc3nc4ccccc4c(=O)n32)c(C)c1 (configuration not stated)	0	0.4	-0.8	0.5	2	3.2	3.0	-0.1	-3.2	3	-6
COc1cc(C2C(C(C)=O)=C(O)C(=O)N2CCN(C)C)ccc1O (configuration not stated)	1	-0.1	-1.4	0.3	1	-2.3	-0.5	-1.1	-1.2	-2	1
O=C(NNC(=O)c1ccc([N+](=O)[O-])cc1)c1ccc(NS(=O)(=O)c2cccs2)cc1	-4	0.5	-0.8	-1.2	-4	-0.4	-1.6	-1.2	2.5	-5	3
O=C(NCCc1c[nH]c2ccccc12)OCc1cn(Cc2cccc(C(F)(F)F)c2)nn1	2	nt	-1.1	1.2	-2	nt	-4.0	-3.1	nt	9	-2
Cc1cccc(OCC(=O)Nc2ccc(S(=O)(=O)Nc3ccccn3)cc2)c1	-15	-0.1	-0.9	-0.6	-1	4.8	1.7	0.4	-1.0	-35	-9
CC(C)(C)c1ccc(OC(=O)c2ccc3nsnc3c2)cc1	-6	0.7	-1.4	-0.1	1	-1.4	0.1	1.6	-1.8	7	3
O=C1N=c2ccccc2=C1c1sc(Nc2cccc(O)c2)nc1O	7	1.2	-1.2	-0.6	6	0.1	0.0	-0.7	-5.0	10	9
CCOC(=O)CSc1cc(CS(=O)c2ccc(Cl)cc2)nc(-c2ccccc2)n1 (configuration not stated)	0	0.4	-1.0	-0.6	1	3.1	-0.2	-1.3	-2.8	5	-5
CCN(CC)CCNC(=O)c1ccc(NC(=O)c2ccc(F)cc2)cc1	-5	2.3	-1.8	0.4	-3	-0.1	0.2	-2.1	-1.5	-10	-2
Cn1c(SCC(=O)O)nc2sc3c(c2c1=O)CCC3	-4	1.7	-0.1	0.2	-3	3.8	-0.4	0.2	-2.2	-3	5
Cc1ccc(/C=N/Nc2ccc(C(=O)O)cc2)s1	-4	-3.8	-2.5	-0.6	-4	-7.0	-5.1	-0.7	-16	-20	-1
CCn1c(SCc2c(F)cccc2Cl)nnc1-c1ccco1	-5	-1.2	-1.0	-0.6	-3	5.3	2.2	-2.4	0.6	0	-6
COc1ccccc1NC(=O)OC1CC2CC1[C@H]1CCCCN1[C@H]2Cc1ccccc1 (some centres not stated)	0	nt	-0.6	-0.1	-3	nt	-1.0	-0.4	nt	4	-7
O=S(=O)(c1ccccc1F)N(Cc1ccco1)Cc1nnc(-c2ccccc2Br)o1	2	-0.1	-0.7	-0.9	1	2.8	1.1	-1.1	0.1	7	0
CC(=O)NNc1nc(-c2ccc(NC(C)=O)cc2)cs1	-1	-1.0	-1.3	0.9	-2	2.3	0.0	1.3	-2.0	-6	1
COc1ccc(CNC(=O)Oc2ccccc2)cc1Cl	-6	1.6	-1.4	0.1	-2	-1.8	-0.2	-0.4	2.4	4	3
NCCc1nnc(SCC(=O)c2ccc(Cl)cc2)o1	-1	1.0	-1.2	-0.2	-3	-1.6	-0.1	1.7	0.1	6	-1
O=C(c1cccc(S(=O)(=O)N2CCOCC2)c1)N1CCN(C/C=C/c2ccccc2)CC1	6	-0.5	-1.0	0.4	-1	-0.6	-1.6	-1.3	2.3	-3	-1
CCOC(=O)[C@@]12CN(C(=O)OC(C)(C)C)CC=C1N(Cc1ccc(OC)cc1)C(=O)[C@H]2CC(=O)NCCCN1CCCC1=O	-3	nt	-2.1	-0.8	-4	nt	-1.1	-2.4	nt	-4	1
O=C(Nc1nc(-c2ccccc2)c(-c2ccccc2)s1)c1ccc(S(=O)(=O)N2CCCC2)cc1	-2	0.3	-1.2	-0.3	3	1.3	0.6	-0.9	-2.7	11	-3
CC(C)NS(=O)(=O)c1ccc(OCC(=O)Nc2cccc(F)c2)cc1	-1	1.2	-1.2	0.4	-4	0.1	0.3	-0.2	-4.8	6	-3
O=C(N1CCOCC1)C1(c2ccc(Cl)cc2)CCCC1	1	-0.1	-1.2	0.8	2	2.1	-0.2	-1.5	0.8	9	-11
O=C1C2ON(c3ccccc3)C(c3cccnc3)C2C(=O)N1Cc1ccccc1 (configuration not stated)	2	-1.6	-1.2	-1.5	-4	-3.4	-1.0	-0.4	-0.5	-5	-4

Some of the entries above in a different format.
| Molecule | ADAM17 inh | DAX1 inh-1 | ssDAF12 agonist | DAX1 inh-2 | SMARCA2 act | GAA850 FXN act | hgDAF12 agonist | hcDAF-12 act | PG9 binder | ADAM10 inh | GC-A act |
| --- | --- | --- | --- | --- | --- | --- | --- | --- | --- | --- | --- |
| CC(=O)NNc1nc(-c2ccc(NC(C)=O)cc2)cs1 | -1 | -1.0 | -1.3 | 0.9 | -2 | 2.3 | 0.0 | 1.3 | -2.0 | -6 | 1 |
| COc1ccc(CNC(=O)Oc2ccccc2)cc1Cl | -6 | 1.6 | -1.4 | 0.1 | -2 | -1.8 | -0.2 | -0.4 | 2.4 | 4 | 3 |

Screening results: PubChem, several laboratories
